Assay outcomes from PubChem.
AmpC detergent: inhibitors of E. coli AmpC beta-lactamase with detergent | AmpC hydrolysis of nitrocefin, absorbance 480 nm, 0.01% Triton | Potency, µM (doses to about 114 µM), for inactives: at the top dose activity change, negative = inhibition, hits mostly inhibitors | 370,000 tested, 0.041% active | P00811;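 further: potency means the concentration at half of the fitted maximal effect; 0% = no-compound wells and -100% = no-enzyme wells; nearly all actives have a fitted effect of over 25% in size; some results filed as inactive show a strong effect at the top dose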
Target sequence (P00811 whole entry, looked up): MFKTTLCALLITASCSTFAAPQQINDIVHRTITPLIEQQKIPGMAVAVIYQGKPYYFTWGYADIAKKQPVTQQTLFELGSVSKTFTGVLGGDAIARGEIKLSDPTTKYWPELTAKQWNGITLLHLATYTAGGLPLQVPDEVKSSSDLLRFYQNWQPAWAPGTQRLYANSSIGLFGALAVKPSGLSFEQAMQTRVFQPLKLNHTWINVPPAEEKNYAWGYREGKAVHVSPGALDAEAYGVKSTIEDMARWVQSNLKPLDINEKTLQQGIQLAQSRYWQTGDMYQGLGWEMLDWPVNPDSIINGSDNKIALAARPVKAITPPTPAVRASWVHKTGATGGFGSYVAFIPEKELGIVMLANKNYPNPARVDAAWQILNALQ
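AmpC (5.3 nM in the dispensed reagent) in 20 mM phosphate pH 7.0 with 0.01% (detergent screen) or 0.0001% Triton X-100 was preincubated with compounds for 15 min at room temperature. Nitrocefin was then added from an 800 uM solution, and hydrolysis was followed at 480 nm.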
Sm TGR inh: blocks Schistosoma mansoni thioredoxin glutathione reductase | Potency, µM (titrated, usually from 114 µM), without a hit: at the highest dose activity change, negative = inhibition, usual class: inhibitors | Q962Y6 | 360,000 tested, 3% active | purified TGR, DTNB reduction, TNB absorbance 405 nm; further: potency means the concentration at half of the fitted maximal effect; nearly all actives have a fitted effect of over 60% in size
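Kinetic colorimetric format: TGR-catalysed, NADPH-driven DTNB reduction monitored via TNB absorbance. Enzyme dispensed at 20 nM; compound exposure 15 min at room temperature before reaction start.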
HCMV inh: inhibitors of human cytomegalovirus; HFF cells, HCMV-luciferase reporter, 72 h; active compounds read low; activity change, negative = inhibition, % at 57.5 µM; 410,000 tested, 4.5% active; in the data active means activity change below about -60%; inconclusive means no clear call, values can overlap the other calls; inactive means above about -39%
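Compounds were evaluated in HFFs infected with an HCMV luciferase reporter virus (MOI 1 PFU/cell). Luciferase in lysates collected 72 h post infection served as the replication measure.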
HCV inh: blocks hepatitis C virus | 340,000 tested, 3.4% active | Huh7.5.1 HCVcc-Cre infection, luciferase reporter, 44 h | Potency, µM (top dose mostly 41.8 µM), inactives show top-dose activity change, negative = inhibition, hits mostly inhibitors; further: potency means the concentration at half of the fitted maximal effect
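Reporter virus HCVcc-Cre (~0.5 moi) infects cells exposed to compound; seeding density 1,000 cells/well with 4 h settling beforehand. Luminescence, 15 sec read, taken 44 h post-infection following a 15 min RT substrate incubation.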
AMA1-RON2 inh: AMA1-RON2 (P. falciparum) interaction inhibition; AlphaScreen AMA1-biotinylated RON2 peptide binding; Potency, µM (highest dose often 58.2 µM), for inactives: at the top dose activity change, negative = inhibition, usual class: inhibitors; 360,000 tested, 0.2% active; AID 720542;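 further: potency means the concentration at half of the fitted maximal effect; 0% = vehicle wells and -100% = peptide control; nearly all actives have a fitted effect of over 45% in size; some results filed as inactive show a strong effect at the top dose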
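AMA1 (3D7) with his tag at 25 nM final met compounds first, then biotinylated RON2 peptide at 25 nM; detection used donor plus acceptor beads, 10 µg/mL apiece, read by AlphaScreen after 30 min at room temperature.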
Giardia FBPA inh: Giardia lamblia aldolase inhibition | A8B2U2 | purified Giardia FBPA | Potency, µM (titrated, usually from 59.6 µM), for inactives: top-dose activity, negative = inhibition, most hits filed as inhibitors | 290,000 tested, 0.71% active | AID 2451; further: potency means the concentration at half of the fitted maximal effect; nearly all actives have a fitted effect of over 55% in size
Target sequence (A8B2U2 whole entry, looked up): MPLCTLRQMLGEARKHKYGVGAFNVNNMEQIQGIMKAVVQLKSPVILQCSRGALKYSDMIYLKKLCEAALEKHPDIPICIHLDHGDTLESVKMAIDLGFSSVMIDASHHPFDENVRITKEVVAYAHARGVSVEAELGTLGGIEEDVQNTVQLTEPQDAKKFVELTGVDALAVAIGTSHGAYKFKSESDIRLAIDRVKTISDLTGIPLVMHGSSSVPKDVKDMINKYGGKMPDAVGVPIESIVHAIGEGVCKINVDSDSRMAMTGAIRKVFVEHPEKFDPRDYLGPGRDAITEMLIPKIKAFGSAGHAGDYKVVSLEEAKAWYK
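Giardia FBPA (40 nM reagent) was preincubated 10 min at RT with compound (up to 57.5 uM final), then substrate plus GAPDH/TPI/NAD/arsenate coupling system with diaphorase/resazurin was added; resorufin fluorescence (525/598 nm) was read after 20 min.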
The depositor's hits bear a star; ? = inconclusive; nt = no result given; & = joins results of further samples; [ ] = dose if it differs, or a comment. Unless noted, the call rests on the fitted dose curve; in most records, active means well fitted curve in the direction sought with a large enough effect; inconclusive means small, poorly fitted or top-dose-only effect, or another doubt; inactive means no such curve, though single readings can be large; an effect the other way counts as inactive or inconclusive. Unless noted, on the % scale 0 is the no-effect control and ±100 the full control effect. Outcome played no part in choosing rows, and some 9.3% of all compounds hit somewhere here.

SMILES | AmpC detergent | Sm TGR inh | HCMV inh | HCV inh | AMA1-RON2 inh | Giardia FBPA inh
Cc1ccc2nc(-c3cccc(Cl)c3)c(Nc3ccc4c(c3)OCO4)n2c1 | 5% | 0% | 27 | nt | nt | nt
CCCCc1c(O)nc(SCC(=O)c2ccccc2)n(-c2ccccc2)c1=O | -5% | 0% | 30 | -1% | -4% | 9%
CCSc1nnc(NC(=O)c2cc(C)oc2C)s1 | ? | -4% | 66 | -14% | 16% | -10%
Cc1ccc(CNC(=O)CCC2CCCN(Cc3cccc4ncccc34)C2)o1 (stereo unspecified) | 1% | -1% | -39 | -9% | -3% | -1%
O=C(COc1ccc(Br)cc1)c1ccc2c(c1)CCCC2 | ? | 45%[activator] | -20 | -18% | 73%[activator] | 0%
Cc1cc(C)nc(-n2nc(C)cc2NC(=O)CN2CCCC2)n1 | 2% | 8% | ? | -21% | 46%[activator] | -1%
COc1ccc(CCN2C(=O)C=CC2=O)cc1OC | nt | nt | ? | ? | 16% | nt
COc1ccc(-n2c(C)cc(/C=N/Nc3nnc(C)n3N)c2C)cc1 | ? | ? | -23 | 11µM* | -9% | 6.3µM*
CC(=O)c1sc(NC(=O)c2ccc(C(C)(C)C)cc2)nc1C | 4% | -1% | 52 | -15% | -11% | -3%
COc1cccc(CCC(=O)N2CCC(n3nccc3NC(=O)C3CCOC3)CC2)c1 (stereo unspecified) | -10% | -2% | -17 | 6% | -12% | nt
Cc1csc(=Nc2ccccc2)n1C | 0% | -15% | 0 | 4% | -19% | -1%
COc1cccc(CN2CCN(C(=O)c3cccs3)CC2)c1OC | ? | -30% | 58 | ? | -3% | 1%
C=C(C)Cn1c(N2CCN(CC)CC2)nc2c1c(=O)[nH]c(=O)n2C | -10% | -1% | 0 | 19% | 0% | 0%
COC(=O)c1ccc(/C=C/c2nc3ccccc3c(=O)[nH]2)cc1 | -12% | 4% | -5 | 16% | 4% | -3%
COC(=O)c1ccsc1NC(=O)CCS(=O)(=O)c1ccc(Cl)cc1 | -2% | ? | -10 | 3% | 4% | nt
COc1cc(NC(=O)c2nc3ccccc3nc2N2CCCCC2)cc(OC)c1OC | 1% | -6% | 43 | nt | nt | nt
CCCCCCCCn1c2c(c(=N)c3c1CCC3)CCCC2 | 6% | 1% | -99* | 4µM* | -3% | -3%
Cn1nc(C(=O)N2CCC(C(N)=O)CC2)c2c1-c1ccccc1SC2 | -13% | -13% | 37 | -5% | -2% | -13%
O=C1OC(N2CCN(c3ccccn3)CC2)c2ccccc21 (stereo unspecified) | 2% | -14% | 26 | -4% | -3% | 1%
CCc1ccc(C2c3c(-c4ccccc4O)n[nH]c3C(=O)N2Cc2cccnc2)cc1 (stereo unspecified) | 21% | 0% | 2 | nt | nt | nt
Cc1cccc(NC(=O)CN2CCN(C(=O)c3cnn(Cc4ccccc4)c3)CC2)c1C | -9% | -2% | 47 | -2% | -14% | nt
CC(=O)Nc1ccc(NS(=O)(=O)c2cc(Cl)sc2Cl)cc1 | -14% | 3% | nt | -2% | 6% | 7%
COc1ccc(-c2ccc(=O)n(Cc3cc(=O)n4ccccc4n3)n2)cc1 | ? | 5% | 7 | 3% | -6% | -7%
CCCCCc1nnc(NC(=O)C2CCCO2)s1 (stereo unspecified) | 1% | -18% | 13 | 6% | -1% | -1%
Cc1ccc2cccc(OC(=O)N3CCCC3)c2n1 | -7% | -3% | -3 | 4% | -3% | 4%
Cc1ccc(C)c(NC(=O)Cn2c(=O)n(Cc3cccs3)c(=O)c3cccnc32)c1 | -9% | 2% | 12 | nt | nt | nt
Clc1ccc(Nc2nc3ccccc3n3nnnc23)cc1 | -3% | -1% | 54 | 5% | 33%[activator] | 9%
O=C1CCN(C(=S)NCCc2ccccc2)CC1 | -12% | -14% | 4 | 30% | 1% | 1%
Cc1ccccc1CS(=O)(=O)Cc1ccc(C(=O)NCCc2ccc(Cl)cc2)o1 | 3% | -6% | 0 | nt | nt | nt
CN(Cc1ccccc1)C(=S)NC(=O)c1ccc(-c2ccccc2)cc1 | -3% | 6% | -40 | 0% | 60%[activator] | 25%
CCCCn1c(CCCNC(=O)c2ccco2)nc2ccccc21 | -1% | 5% | -33 | -10% | -11% | -13%
Cc1ccc(S(=O)(=O)N2CC(C(=O)O)=CC[C@H]2c2ccc(Cl)cc2)cc1 | -7% | -33% | -23 | -4% | 20% | nt
Cc1cccc(CC2S/C(=N/N=C/c3ccco3)NC2=O)c1 (stereo unspecified) | 4% | -21% | ? | -21% | 38%[activator] | 0%
CCC1CCCN1Cn1cnc2c([nH]c3ccc(OC)cc32)c1=O (stereo unspecified) | 7% | -23% | 24 | 12% | -20% | -9%
CCCCOC(=O)c1cc(=O)[nH]c2ccc(C)cc12 | 0% | nt | ? | 12% | 7% | 6%
O=C(C1=C[C@@H](c2ccc(Br)cc2)C[C@@H](OCCCCO)O1)N1CCN(Cc2ccc3c(c2)OCO3)CC1 | 8% | -2% | -26 | ? | -16% | -4%
CCN(CC)C(=O)c1sc(NC(=O)c2ccc(Br)o2)c(C(=O)OC)c1C | 3% | 5% | 71 | ? | 1% | 0%
Nc1c(-c2nc(-c3ccc4c(c3)OCO4)cs2)c2ccccn2c1C(=O)c1ccc(Cl)cc1 | -4% | 3% | -7 | nt | nt | nt
COc1ccc(C(=O)C/C(=C\C(=O)c2ccc(C)cc2)c2ccccc2)cc1 | ? | 7% | -98* | 11µM* | -12% | 5%
OC(c1ccc(F)cc1)C(CN1CCOCC1)c1ccccc1 (stereo unspecified) | -1% | -2% | -1 | 20% | 0% | -9%

Part of the list above, with two lines to a compound.
Fields – AmpC detergent	Sm TGR inh	HCMV inh	HCV inh	AMA1-RON2 inh	Giardia FBPA inh
> O=C(C1=C[C@@H](c2ccc(Br)cc2)C[C@@H](OCCCCO)O1)N1CCN(Cc2ccc3c(c2)OCO3)CC1
 : 8%	-2%	-26	?	-16%	-4%
> CCN(CC)C(=O)c1sc(NC(=O)c2ccc(Br)o2)c(C(=O)OC)c1C
 : 3%	5%	71	?	1%	0%
> Nc1c(-c2nc(-c3ccc4c(c3)OCO4)cs2)c2ccccn2c1C(=O)c1ccc(Cl)cc1
 : -4%	3%	-7	nt	nt	nt

Next results
SMILES | AmpC detergent | Sm TGR inh | HCMV inh | HCV inh | AMA1-RON2 inh | Giardia FBPA inh
CSc1cc(-c2ccncc2)nc(-c2ccc(Cl)cc2)c1 | -18% | 3% | nt | ? | 18% | 5%
Cc1cc(C)cc(C(N)=Nc2cccc(C#N)c2)c1 | -2% | 3% | 72 | 2% | -5% | 10%
O=C(CN1CCN(c2ccccc2)CC1)Nc1cccc(C(F)(F)F)c1 | 3% | 0% | -4 | 9% | 20% | 18%
Cc1n[nH]c(C)c1S(=O)(=O)N1CCCC(C(=O)O)C1 (stereo unspecified) | nt | nt | -9 | -2% | -7% | nt
Cc1ccccc1OS(=O)(=O)c1cn(C)c(=O)n(C)c1=O | -1% | -1% | -6 | 25% | -5% | -1%
CCCCOC(=O)c1ccc(NC(=O)c2csnn2)cc1 | -3% | -8% | -2 | nt | nt | nt
CN(C)N(C)C(=O)C(O)(c1ccccc1)c1ccccc1 | 7% | 17% | -7 | 21% | 10% | 0%
Cc1ccc(-c2nnn(CC(=O)N(CC(=O)NC3CCCCC3)c3ccc(F)c(Cl)c3)n2)o1 | ? | 1% | -12 | ? | 0% | -2%
Cc1ccc(C)c(Cn2c3ccccc3c3cnn(CC(=O)NCCCN4CCOCC4)c(=O)c32)c1 | 4% | -4% | -31 | -24% | 11% | nt
CC1(C(=O)O)CCC(C(=O)NNC(=O)c2ccccc2O)C1(C)C (stereo unspecified) | 0% | 19% | 127 | -1% | 76%[activator] | ?
O=C(NC1CCCC1)C(c1ccc(F)cc1)N(C(=O)c1csnn1)C1CC1 (stereo unspecified) | -1% | 0% | 9 | -15% | 15% | nt
CCOC(=O)c1ccc(-c2c(-c3ccccc3OC)sc3cc4c(cc23)OCO4)cc1F | 2% | -16% | 26 | 3% | 42%[activator] | nt
COc1ccc(CNC(=O)C23CC4CC(CC(Br)(C4)C2)C3)cc1 | -6% | -3% | ? | -6% | -4% | -1%
Cc1cc(C(=O)CN2C(=O)NC(Cc3c[nH]c4ccccc34)C2=O)c(C)n1C (stereo unspecified) | -7% | -3% | 3 | -10% | -13% | -8%
CN(Cc1cnn(C)c1)C(=O)c1sc2cccc(Cl)c2c1Cl | 4% | -2% | -19 | -4% | -9% | -10%
CCCCc1ccc(NC(=O)C2CCCO2)cc1 (stereo unspecified) | -14% | 2% | 44 | ? | 14% | 3%
CN1CCN(c2oc(-c3ccccc3Cl)nc2S(=O)(=O)c2ccccc2)CC1 | 4% | -1% | -11 | 10% | -13% | nt
CC(=O)c1ccc(NC(=O)CCc2ccc(C)o2)cc1 | 4% | -15% | 36 | 8% | 0% | 6%
NC(=O)C1CCCCc2c1[nH]c1ccc(Cl)cc21 (stereo unspecified) | -2% | -15% | 15 | -13% | -8% | -1%
C=CCSc1nsc(NC(=O)Nc2ccc(F)cc2)n1 | -16% | -2% | -103* | 22µM* | 8% | ?
O=C(Nc1ccc([N+](=O)[O-])cc1)c1cc(-c2ccccn2)nc2c(Cl)cccc12 | -1% | nt | -32 | ? | 6% | 1%
CN1C(=O)CC(N2CCN(Cc3ccc(Cl)cc3)CC2)C1=O (stereo unspecified) | 13% | -1% | -3 | 6% | -2% | 0%
COc1cccc(C(O)c2nc3ccccc3n2C)c1 (stereo unspecified) | -1% | ? | -18 | 11% | -9% | -10%
COc1ccccc1-c1c(C(F)(F)F)oc2cc(OCC(=O)Nc3cc(C)ccc3C)ccc2c1=O | -8% | 4% | nt | -8% | nt | 8%
COCCn1c(=O)[nH]c2cc(C(=O)N3CCN(c4cc(C)ccc4C)CC3)ccc2c1=O | -4% | 1% | 10 | ? | 5% | 9%
Cn1c(N)c(C(=O)COC(=O)c2cc(C3CC3)nc3ccccc23)c(=O)n(C)c1=O | ? | -14% | 42 | ? | 6% | -3%&1%
C[C@@H]1C(=O)O[C@H](C)[C@H]1C[C@@H](O)[C@](C)(O)C1CC[C@@]2(O)C3=CC(=O)[C@@H]4C[C@@H](O)[C@@H](O)C[C@]4(C)C3CC[C@]12C (stereo partly specified) | nt | nt | -22 | -2% | 13% | nt
Cc1ccc(CSc2cn(CC(=O)N3CCCCCC3)c3ccccc23)cc1 | 5% | 31% | 18 | nt | nt | nt
Cc1ccc(S(=O)(=O)NC2=NCN(CCc3ccccc3)CN2)cc1 | -4% | 7% | 40 | 4% | -7% | 11%
Cc1cccc(-c2c3c(=O)n(C)c(=O)n(C)c3cn2C(C)(C)C)c1 | ? | -18% | -12 | nt | 2% | 11%
CN(C)CCCN(C(=O)c1ccc(C(=O)c2ccccc2)cc1)c1nc2c(F)cccc2s1 | 3% | -5% | -29 | ? | 0% | nt

Pulled one by one from the list above (2):
SMILES | AmpC detergent | Sm TGR inh | HCMV inh | HCV inh | AMA1-RON2 inh | Giardia FBPA inh
CN(C)CCCN(C(=O)c1ccc(C(=O)c2ccccc2)cc1)c1nc2c(F)cccc2s1 | 3% | -5% | -29 | ? | 0% | nt
Cc1cccc(-c2c3c(=O)n(C)c(=O)n(C)c3cn2C(C)(C)C)c1 | ? | -18% | -12 | nt | 2% | 11%
